Compound activity from PubChem BioAssay.
ELG1 genotox: induces genotoxicity in HEK293T cells with luciferase-tagged ELG1; HEK293T ELG1-luciferase reporter, luminescence, 16 h; Potency, µM (titrated, usually from 46 µM), for the others: at the highest dose activity change, positive = activation, most hits filed as activators; hit rate 1.3% among 330,000; AID 504466; also: % of control where 0% means no effect; nearly all actives have a fitted effect of over 60% in size
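Genotoxicity was scored as increased ELG1-luciferase reporter signal, measured by ONE-Glo luminescence (30 min, room temperature). Compound or vehicle exposure of the HEK293T reporter cells lasted 16 hr at 37°C.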
uPA generation: blocks generation of uPA at the cell surface. hit rate 0.31% among 330,000. cell surface uPA generation assay, qHTS. AID 540303. Potency, µM (doses to about 38.3 µM), for the others: at the highest dose activity change, negative = inhibition, most hits filed as inhibitors; active = well fitted inhibition curve with a large enough effect; inconclusive = small, poorly fitted or top-dose-only effect; inactive = no such curve, though single readings can be large or run the other way; tested in mouse RAW 264.7 cells; also: % is scaled to controls: 0 for no effect and ±100 for the full control effect; nearly all actives have a fitted effect of over 55% in size
VP16 counter: inhibits Gal4-VP16 luciferase reporter, ROR gamma counter-screen; Potency, µM (series often up to 53.6 µM), for the others: at the highest dose activity, negative = inhibition, usual class: inhibitors; Drosophila S2 Gal4-VP16 UAS-luciferase, luminescence, 20 h; hit rate 3.5% among 310,000;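 also: Gal4-VP16 expression switched on by copper sulfate through the metallothionein promoter; % is scaled to controls: 0 for no effect and ±100 for the full control effect; nearly all actives have a fitted effect of over 50% in size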
p53 reactivation: restores transcriptional activity of mutant p53 | H1299 p53-A138V BP100-luciferase reporter, luminescence, 24 h | Potency, µM (series often up to 92.2 µM), without a hit: at the top dose activity change, positive = activation, usual class: activators | hit rate 0.063% among 320,000 | AID 504706; also: % of control where 0% means no effect; nearly all actives have a fitted effect of over 45% in size
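H1299 (p53-null), stable ts p53-A138V + BP100-Luc; 1000 cells/well, Opti-MEM/10% FBS; cpd 4 pt, 1:5; 24 h, 37 deg C, 5% CO2; detection reagent 10 min RT; luminescence.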
MLL CXXC-DNA inh: blocks binding of human MLL CXXC domain to DNA; AID 2662; hit rate 0.037% among 290,000; Potency, µM (doses to about 115 µM), inactives show at the top dose activity change, negative = inhibition, hits mostly inhibitors; MLL-CXXC / FITC-HOXA9 DNA fluorescence polarization; active = well fitted inhibition curve with a large enough effect in the polarisation, with a control signal flat, not every such curve was filed as active; inconclusive = small, poorly fitted or top-dose-only effect, or effect the other way, or a change in a side signal; inactive = no such curve, though single readings can be large or run the other way; the % refers to the polarisation
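Fluorescence polarization: 7 uM MLL-CXXC (stock) preincubated 5 min with compounds, then 50 nM fluorescein-HOX-A9 DNA (stock) added; 30 min ambient. Buffer 50 mM Tris-HCl pH 7.5, 50 mM NaCl, 1 mM DTT, 0.05% BSA.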
Rab9 promoter act: activators of Rab9 promoter. Huh7 Rab9 promoter-luciferase reporter, luminescence, 24 h. Potency, µM (doses to about 9.22 µM), for inactives: at the highest dose activation, negative = inhibition, most hits filed as activators. hit rate 2.8% among 320,000; also: % of control where 0% means no effect; nearly all actives have a fitted effect of over 60% in size
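Steps: seed 1500 Huh7 Rab9-luc cells per well, rest 2 h at 37 °C; add compound in DMSO; incubate 24 h; add luciferase reagent, 10 min ambient; read luminescence.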
FLuc counter: firefly luciferase modulation, counter-screen for miR-21 project; purified FLuc, Km substrates, luminescence inhibition; P08659; Potency, µM (series often up to 57.5 µM), for the others: at the highest dose activity change, negative = inhibition, actives largely listed as inhibitors; hit rate 6.9% among 360,000; AID 588342;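 also: plate controls were vehicle for no effect and reference inhibitor for full effect; nearly all actives have a fitted effect of over 55% in size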
Target sequence (P08659 whole entry, looked up): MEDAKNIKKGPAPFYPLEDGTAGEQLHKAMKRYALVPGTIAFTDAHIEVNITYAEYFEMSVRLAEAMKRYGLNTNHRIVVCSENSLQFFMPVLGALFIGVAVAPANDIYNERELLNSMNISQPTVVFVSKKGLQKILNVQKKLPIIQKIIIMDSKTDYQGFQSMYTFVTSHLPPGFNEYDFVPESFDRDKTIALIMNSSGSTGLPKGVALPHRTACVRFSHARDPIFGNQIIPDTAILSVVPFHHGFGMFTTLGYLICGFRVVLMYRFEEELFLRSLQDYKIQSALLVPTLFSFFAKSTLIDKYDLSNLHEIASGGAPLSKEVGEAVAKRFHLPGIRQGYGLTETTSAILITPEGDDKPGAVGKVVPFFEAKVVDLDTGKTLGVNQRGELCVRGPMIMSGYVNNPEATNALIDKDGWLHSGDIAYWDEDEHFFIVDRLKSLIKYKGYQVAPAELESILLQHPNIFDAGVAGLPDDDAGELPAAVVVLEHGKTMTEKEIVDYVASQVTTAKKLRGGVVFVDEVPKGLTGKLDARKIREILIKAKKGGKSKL
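Purified P. pyralis luciferase, 10 nM final, with Km-level 10 uM D-luciferin and 10 uM ATP in 50 mM Tris acetate pH 7.5, 10 mM Mg acetate, 0.01% Tween-20, 0.05% BSA; 6-point qHTS titration about 60 µM downward; luminescence read.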
NPC1 promoter act: activators of NPC1 promoter; Huh7 NPC1 promoter luciferase reporter, 24 h; Potency, µM (series often up to 9.22 µM), inactives show at the top dose activation, usual class: activators; hit rate 2.4% among 320,000; AID 485313;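 also: % of control where 0% means no effect; nearly all actives have a fitted effect of over 60% in size; reporter is driven by a mutant NPC1 promoter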
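Readout is luciferase luminescence, reflecting NPC1 promoter activation in stably transfected Huh7 cells after 24 h compound exposure at 37 °C in reduced-serum medium with 10% FBS.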
RORgamma inh: inhibitors of mouse ROR gamma transcriptional activity. P51450. Drosophila S2 Gal4-RORgamma UAS-luciferase reporter, 20 h. Potency, µM (titrated, usually from 53.6 µM), without a hit: top-dose activity change, negative = inhibition, most hits filed as inhibitors. hit rate 5.4% among 310,000; also: % is scaled to controls: 0 for no effect and ±100 for the full control effect; nearly all actives have a fitted effect of over 60% in size
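A Gal4/UAS one-hybrid system in insect cells: metallothionein-promoter Gal4–ROR gamma fusion plus Photinus luciferase reporter. Copper sulfate 700 uM final, 20 hr ambient incubation, luminescent detection after 10 min with reagent.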
MBNL1-CUG inh: MBNL1-poly(CUG) RNA binding inhibition; TR-FRET MBNL1-His/biotin-(CUG)12 binding, 665/545 ratio; hit rate 0.036% among 280,000; Q9NR56; AID 2675; Potency, µM (series often up to 57.5 µM), for inactives: at the top dose activity change, negative = inhibition, usual class: inhibitors; active = well fitted inhibition curve with a large enough effect in the signal ratio, with a control signal flat, not every such curve was filed as active; inconclusive = small, poorly fitted or top-dose-only effect, or effect the other way, or a change in a side signal; inactive = no such curve, though single readings can be large or run the other way; the % refers to the signal ratio; also: % is scaled to controls: 0 for no effect and ±100 for the full control effect
Target sequence (Q9NR56 whole entry, looked up): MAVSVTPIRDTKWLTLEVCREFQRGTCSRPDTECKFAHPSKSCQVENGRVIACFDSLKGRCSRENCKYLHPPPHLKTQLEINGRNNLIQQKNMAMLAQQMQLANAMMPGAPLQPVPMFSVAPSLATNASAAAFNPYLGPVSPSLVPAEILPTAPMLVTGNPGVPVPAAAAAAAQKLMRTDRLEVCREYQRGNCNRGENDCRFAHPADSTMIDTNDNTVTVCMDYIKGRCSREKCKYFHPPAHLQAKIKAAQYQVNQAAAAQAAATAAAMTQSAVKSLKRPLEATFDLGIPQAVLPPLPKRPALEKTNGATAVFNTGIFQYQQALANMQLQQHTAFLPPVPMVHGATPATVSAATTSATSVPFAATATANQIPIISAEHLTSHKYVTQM
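Compound titration spanned 92 nM–58 uM against the MBNL1-His/biotin-(CUG)12 complex. After 60 min at room temperature with 5 nM streptavidin-XL665 and 0.055 ng/ul terbium anti-His, ratiometric 665/545 nm emission (Ex 340 nm) normalized to controls.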
BRCA1 expr up: increases BRCA1 expression | MCF7-BRCA1-FFLuc reporter, luminescence, 48 h; response scale: scaled: vehicle 0%, 10 µM genistein 100% | Potency, µM (highest dose often 46.1 µM), without a hit: at the top dose activation, most hits filed as activators | hit rate 1.1% among 380,000; also: nearly all actives have a fitted effect of over 80% in size; some results filed as inactive show a strong effect at the top dose
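Quantitative HTS in MCF7 cells stably reporting BRCA1 expression via firefly luciferase. Compound treatment lasts 48 h at 37 °C in phenol-red free MEM. Activation is expressed relative to genistein at 10 microM and DMSO.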
* hit, by the source's call; ? = inconclusive; . = not tested or not shown; [ ] = another dose, or the depositor's remark. Unless noted, calls follow the shape of the dose curve; as a rule, active = well fitted curve in the direction sought with a large enough effect; inconclusive = small, poorly fitted or top-dose-only effect, or another doubt; inactive = no such curve, though single readings can be large; an effect the other way counts as inactive or inconclusive. Potency is read from the fitted curve at half-maximal effect. These rows are one share of the data; count on the stated rates, not on these rows.

SMILES	p53 reactivation	NPC1 promoter act	ELG1 genotox	MLL CXXC-DNA inh	BRCA1 expr up	FLuc counter	VP16 counter	uPA generation	RORgamma inh	MBNL1-CUG inh	Rab9 promoter act
O=C(c1nsc(Cl)c1Cl)N1CCCCC1	-5%	0%	0%	6%	-3%	3%	6%	.	?	-1%	-3%
CCOC(=O)CC1(NC(=O)C2CCC(=O)N(CCc3ccc(OC)cc3)C2)CCCCC1 (configuration not stated)	18%	-2%	0%[9.26 µM]	-2%	16%	-9%	1%	-2%	6%	-7%	-1%
Cc1nc2c(-c3ccccc3)c(C)[nH]n2c(=O)c1Cc1ccccc1	2%	-7%	-12%	0%	-63%	-4%	7.1µM*	-5%	2.8µM*	-2%	-10%
COc1ccc(NC(=O)CN2CCN(c3ccc(F)cc3)CC2)cc1	-2%	1%	-4%	-5%	-28%	2%	-1%	3%	6%	0%	-1%
CS(=O)(=O)N1CCN(c2ccccc2NC(=S)NC(=O)c2ccccc2[N+](=O)[O-])CC1	-3%	1%	-12%	0%	-32%	-1%	?	1%	-42%	14%	-3%
COCCN(C(=O)c1ccc(OC2CCN(S(=O)(=O)N(C)C)CC2)cc1)C(C)C	.	0%	-5%	2%	-10%	0%	1%	39%[activator]	29%	0%	-4%
CC(C)=CCCC(C)CN1CCC(N2CCC(C(=O)N3CCOCC3)CC2)CC1 (configuration not stated)	-1%	7%	-6%	-4%	-7%	-1%	-4%	-18%	-6%	9%	-19%
COc1ccccc1/C=N\Nc1ccccc1[N+](=O)[O-]	?	?	9.2µM*	2%	10µM*	1.9µM*	1%	-1%	-1%	-9%	2µM*
Cc1cccc(C)c1OCc1cc(C(=O)N2CCN(c3ccccn3)CC2)no1	10%	22%	5%	22%	96%	?	26%	1%	35%	-3%	16%
Cc1ccc(S(=O)(=O)N2[C@@H](c3ccccc3)C(C(=O)O)=CC[C@H]2c2ccc(Cl)cc2)cc1	-1%	-4%	-2%	.	-8%	0%	.	10%	.	.	-7%
Cc1oc(-c2ccccc2)nc1CC(=O)O	-3%	-3%	2%	-1%	-6%	0%	-1%	-4%	3%	1%	2%
CCc1ccc(OCCCC(=O)Nc2ccc(N3CCOCC3)cc2)cc1	0%	6%	1%	3%	5%	-1%	-5%	-1%	-10%	4%	-1%

Single records, from the list above.
Cc1ccc(S(=O)(=O)N2[C@@H](c3ccccc3)C(C(=O)O)=CC[C@H]2c2ccc(Cl)cc2)cc1 is entered as p53 reactivation: -1%; NPC1 promoter act: -4%; ELG1 genotox: -2%; MLL CXXC-DNA inh: .; BRCA1 expr up: -8%; FLuc counter: 0%; VP16 counter: .; uPA generation: 10%; RORgamma inh: .; MBNL1-CUG inh: .; Rab9 promoter act: -7%
Cc1nc2c(-c3ccccc3)c(C)[nH]n2c(=O)c1Cc1ccccc1 is entered as p53 reactivation: 2%; NPC1 promoter act: -7%; ELG1 genotox: -12%; MLL CXXC-DNA inh: 0%; BRCA1 expr up: -63%; FLuc counter: -4%; VP16 counter: 7.1µM*; uPA generation: -5%; RORgamma inh: 2.8µM*; MBNL1-CUG inh: -2%; Rab9 promoter act: -10%

Additional compounds
SMILES	p53 reactivation	NPC1 promoter act	ELG1 genotox	MLL CXXC-DNA inh	BRCA1 expr up	FLuc counter	VP16 counter	uPA generation	RORgamma inh	MBNL1-CUG inh	Rab9 promoter act
COc1ccc(N2C(=O)CCC(C(=O)O)C2c2ccccc2OC)cc1 (configuration not stated)	1%	-6%	0%	1%	-1%	1%	-2%	3%	7%	-2%	-9%
N#Cc1c(Cl)cccc1N1CCC(C(N)=O)CC1	-2%	3%	3%	-5%	-2%	0%	-26%	10%	-2%	-1%	0%
CCOC(=O)C1CCN(C(C(=O)NC2CCCC2)c2ccc(C)cc2)CC1 (configuration not stated)	-15%	3%	-3%	-4%	-6%	-4%	-7%	16%	21%	8%	-12%
CCC(OC(=O)c1cccs1)C(=O)NCc1ccco1 (configuration not stated)	-1%	-3%	-1%	13%	-9%	-1%	-13%	-1%	4%	-4%	0%
COc1ccccc1NS(=O)(=O)c1cc(NC(=O)c2cccc(S(=O)(=O)N(C)C)c2)ccc1N1CCOCC1	7%	1%	3%	.	-37%	9%	.	-23%	.	.	-4%
CCCC(C)NC(=O)c1nc(-c2ccccc2)n(-c2ccccc2)n1 (configuration not stated)	-1%	-1%	-15%	-13%	-21%	-1%	9%	1%	4%	-2%	-4%
CCCCN(C(=O)CC1CCCC1)c1c(N)n(CCC)c(=O)[nH]c1=O	-7%	0%	-1%	.	-10%	7%	.	-10%	.	.	-6%
CC(C)NC(=O)c1ccccc1NC(=O)Cc1ccc(Cl)cc1	5%	-3%	2%	9%	2%	-2%	8%	-15%	9%	0%	0%
O=C1c2ccccc2C(=O)N1CCSc1nc2ccccc2c(=O)n1CCCN1CCOCC1	-1%	2%	-9%	13%	-10%	-6%	-16%	.	-6%	3%	-2%
CCOC(=O)C1CCN(S(=O)(=O)c2ccc3c4c(cccc24)C(=O)N3)CC1	-1%	3%	0%	7%	-5%	14%	5%	8%	7%	38%[activator]	-2%
COc1ccc(C(=O)OCC(=O)NC2CCCCCC2)cc1OC	4%	1%	-2%	.	3%	3%	.	12%	.	.	-4%
O=C(Nc1ccccc1)c1ccccc1C(=O)N1CCCCC1	-4%	-9%	5%	-9%	3%	4%	5%	18%	-1%	1%	-6%

SMILES	p53 reactivation	NPC1 promoter act	ELG1 genotox	MLL CXXC-DNA inh	BRCA1 expr up	FLuc counter	VP16 counter	uPA generation	RORgamma inh	MBNL1-CUG inh	Rab9 promoter act
O=C(CN1C(=O)c2ccccc2C1=O)OCCOCCN=C1NS(=O)(=O)c2ccccc21	3%	-4%	0%	-1%	3%	3%	-6%	-8%	37%	29%	-5%
COc1ccc(-c2c(-c3cc(OC)cc(OC)c3)n(C)c3ccc(-c4ccc(OC)nc4)cc23)cc1	-9%	-2%	3%	.	-34%	-1%	.	3%	.	.	-1%
COc1ccc(C(=O)Nc2cc(C(F)(F)F)ccc2-n2cnc3ccccc32)cc1	-17%	-4%	4%	4%	-27%	9%	-2%	-6%	33%	-4%	1%
Clc1ccc(CSc2nnc(-c3ccncc3)s2)cc1	-3%	-3%	1%	-3%	30%	-1%	3%	6%	50%	.	-2%
CC(C)NCC(=O)Nc1c2c(nc3ccccc13)CCC2	-5%	0%	0%	-9%	-8%	-3%	17%	0%	-32%	.	0%
CCOc1ccc(C(C)NC(=O)C2CCC2)cc1 (configuration not stated)	2%	2%	-7%	-2%	38%	2%	-2%	4%	21%	?	-2%
Cc1cc(=O)[nH]c(Nc2c(C)n(C)n(-c3ccccc3)c2=O)n1	-5%	-2%	-2%	14%	2%	1%	10%	1%	-1%	3%	18%
Cc1sc2nc(CSC(C)C(=O)Nc3ccc(Cl)cn3)[nH]c(=O)c2c1C (configuration not stated)	0%	-2%	5%	.	-17%	0%	.	5%	.	.	-8%
COc1ccc(C(=O)Nc2ccc3c(c2)CCCN3C(=O)c2cccs2)c(OC)c1	-13%	-2%	-11%	17%	-20%	?	-3%	-7%	?	-2%	-2%
Cc1ccc(SCCC(=O)Nc2ccccc2Br)cc1	3%	6%	1%	-11%	2%	-15%	?	-8%	3%	-11%	-5%
COc1ccccc1NC(=O)N1CCCC1C(=O)NCc1ccccc1Cl (configuration not stated)	.	-2%	-3%	4%	0%	1%	-5%	17%	?	-7%	3%
CN(C)CCN(Cc1cc2cc3c(cc2[nH]c1=O)OCO3)C(=S)NCC1CCCO1 (configuration not stated)	3%	-9%	5%	-3%	-5%	1%	-6%	2%	-1%	-8%	0%
CC(C)c1ccc(NC(=O)CSC(C)c2nc3ccccc3c(=O)[nH]2)cc1 (configuration not stated)	1%	-4%	-4%	-19%	-22%	-2%	-5%	1%	-2%	-1%	-4%
O=[N+]([O-])c1ccccc1CN1CCN(Cc2ccc3ccccc3c2)CC1	1%	-6%	-13%	13%	-22%	2%	-4%	-1%	-18%	-2%	4%
